# H9c2 TAG inh: inhibitors of triacylglycerol accumulation, primary screen, cell-based, uHTS, fluorescence, H9c2; H9c2 cells, Nile Red lipid (TAG) fluorescence; cells loaded with 200 µM oleic acid; inhibition, % at 12.5 µM; 0.66% of 230,000 active;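 active = pattern-corrected inhibition of lipid staining of at least 50% with the nuclear-stain viability signal not falling by more than 50%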;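 note: 0% = DMSO wells and 100% = triacsin C control wells; some results filed as inactive read as strong as hits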
# H9c2 TAG inh DAPI viability: also measured in H9c2 TAG inh; calls as there; DAPI nuclei signal change (viability), lower = more cytotoxic, %;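 whole-well DAPI fluorescence read on a plate reader as a viability signal; minus 50 percent equals half of cells still viable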
# * hit, by the source's call. This is a subset. The share of hits here may be higher or lower than overall.
SMILES,H9c2 TAG inh,H9c2 TAG inh DAPI viability
CC(C)C(NC(=O)C(NC(=O)C1OC2OC(C)(C)OC2C2OC(C)(C)OC12)C(C)C)C(=O)O (stereo not given),1,-3
CCCNC(=O)COC(=O)CCC(=O)c1ccc(F)cc1,-6,6
Nc1nc2c(ncn2COC(CO)CO)c(=O)[nH]1,3,-7
Cc1cccc2c(N=NC(=O)C(C)n3cnc4ccccc4c3=O)c(O)[nH]c12 (stereo not given),1,2
O=[N+]([O-])c1ccc(Cl)c(S(=O)(=O)n2ccnc2)c1,-6,1
Cc1ccc2cc(CN(CCCN3CCOCC3)C(=O)NC3CCCCC3)c(=O)[nH]c2c1C,6,2
Cc1ccc(NC(=O)CSc2nnc(C)n2C2CC2)cc1S(=O)(=O)N1CCOCC1,-1,1
Cc1ccc(-c2cc(C(F)F)n3ncc(C(=O)N4CCCc5ccccc54)c3n2)cc1,60*,-21*
CC(=O)c1c(C)nc(-c2ccc(OCC(=O)Nc3cccc(C)c3C)cc2)n1O,-3,10
O=C(NCCCN1CCOCC1)C(=O)NCC1OCCN1S(=O)(=O)c1cc(F)ccc1F (stereo not given),-12,4
COc1ccc(OCC(=O)Nc2c(C)ccc3nsnc23)cc1,-21,7
COc1ccc(C(C#N)=Cc2ccc(NC(C)=O)cc2)cc1,11,11
Cc1ccc(C(=O)C(C)[n+]2cccc(C(N)=O)c2)cc1 (stereo not given),-7,1
COc1ccc(CCC(=O)Nc2ccc(N3CCOCC3)cc2)cc1,18,-6
c1ccc(CSc2nnc3ccc(-c4cccs4)nn23)nc1,6,0
CC(=O)N1CCN(S(=O)(=O)c2cccc(C(=O)Nc3cc(C(F)(F)F)ccc3N3CCOCC3)c2)CC1,17,-14
CCOc1ccc2oc(C(=O)Nc3cc(C)ccn3)c(C)c2c1,21,0
COc1ccc(-c2csc(NC(=O)CC(NC(C)=O)c3ccccc3)n2)cc1OC (stereo not given),6,9
c1csc(CNc2nc(Oc3ccncc3)c3sccc3n2)c1,14,-3
CCN1C(=O)[C@H]2[C@@H](c3ccc(C)cc3)N3C(=O)N(c4cccc(F)c4)C(=O)[C@@]3(C)[C@H]2C1=O,1,6

# An excerpt from above in order of molar mass, high to low:
SMILES,H9c2 TAG inh,H9c2 TAG inh DAPI viability
CC(=O)N1CCN(S(=O)(=O)c2cccc(C(=O)Nc3cc(C(F)(F)F)ccc3N3CCOCC3)c2)CC1,17,-14
Cc1ccc2cc(CN(CCCN3CCOCC3)C(=O)NC3CCCCC3)c(=O)[nH]c2c1C,6,2
CCCNC(=O)COC(=O)CCC(=O)c1ccc(F)cc1,-6,6
O=[N+]([O-])c1ccc(Cl)c(S(=O)(=O)n2ccnc2)c1,-6,1

# In the list so far, 5 contain fluorine.
SMILES,H9c2 TAG inh,H9c2 TAG inh DAPI viability
CCCNC(=O)COC(=O)CCC(=O)c1ccc(F)cc1,-6,6
Cc1ccc(-c2cc(C(F)F)n3ncc(C(=O)N4CCCc5ccccc54)c3n2)cc1,60*,-21*
O=C(NCCCN1CCOCC1)C(=O)NCC1OCCN1S(=O)(=O)c1cc(F)ccc1F (stereo not given),-12,4
CC(=O)N1CCN(S(=O)(=O)c2cccc(C(=O)Nc3cc(C(F)(F)F)ccc3N3CCOCC3)c2)CC1,17,-14
CCN1C(=O)[C@H]2[C@@H](c3ccc(C)cc3)N3C(=O)N(c4cccc(F)c4)C(=O)[C@@]3(C)[C@H]2C1=O,1,6

# Next structures
SMILES,H9c2 TAG inh,H9c2 TAG inh DAPI viability
O=C(O)c1cccnc1Nc1ccc(Cl)cc1,17,-13
c1csc(CCNc2ncnc3sc4c(c23)CCC4)c1,-36,9
CN1CCc2c1nc1ccccc1c2N (tested in a mixture with another compound),11,-1
O=C(CSc1nnc(NC2CC2)s1)c1ccc[nH]1,-20,-4
COC(=O)c1cc(OC)c(OC)cc1NC(=O)CCc1ccc(C)o1,-16,0
Cc1ccc(C)c(NC(=O)c2cnc3n(c2=O)CCS3)c1,6,2
C=CCN(Cc1nc(-c2ccccc2)no1)C(=O)c1ccoc1C,5,1
CN1C(=O)c2ccc(N(C)C)cc2C1=O,2,-7
CCCC(=O)NCc1ccc2c(c1)cc(C)n2C,3,2
O=C(NNc1ccccn1)c1ccccc1CC[N+](=O)[O-],11,-3
O=C1NC(c2ccccc2Cl)=N/C1=C/c1ccco1,4,1
COc1ccc(CCC(=O)Nc2ccc(S(=O)(=O)N3CCCC3)cc2)cc1OC,-15,7
CC(O)(c1ccc(F)c(F)c1)c1nc(-c2ccc(S(C)(=O)=O)cc2)cs1 (stereo not given),2,-3
Cc1ccccc1/C=C/c1nc2ccccc2c(=O)[nH]1,7,6
CCC(C)c1ccccc1N1CC(C(=O)NCCc2ccc(OC)c(OC)c2)CC1=O (stereo not given),-5,4
O=C(NCc1ccc(OC(F)(F)F)cc1)c1cccc2c1C(=O)c1ccc(N3CCCC3)cc1S2(=O)=O,3,-5
Cc1ccc(S(=O)(=O)N(C)C)cc1NC(=O)COC(=O)c1sc2cc(Cl)ccc2c1Cl,8,-2
CCOc1ccccc1NC(=O)CS(=O)(=O)c1cn(CC(=O)N2CCOCC2)c2ccccc12,-9,-11
O=C(CN1C(=O)C2CCCCC2C1=O)Nc1nc2ccc(F)cc2s1 (stereo not given),0,-1
COc1ccc(S(=O)(=O)NCC2CCCN(C(=O)C3CCCC3)C2)cc1 (stereo not given),-26,-4
Cc1cc(C)cc(NS(=O)(=O)c2ccc(NC(=S)NC(=O)c3ccc(Br)o3)cc2)c1,30,0
Cc1cc(NC(=O)C2CCCO2)ccc1Br (stereo not given),-2,7
CN(C)CCN1CC(O)=C(c2nc3ccccc3s2)C1=N,11,6
Cc1nn(CC(=O)NCCc2ccccc2)c(=O)c2ccccc12,9,-7
OCCN(CC(O)COc1ccccc1)CC(O)Cn1ccc2ccccc21 (stereo not given),-13,4
CCCCOC(=O)c1ccc(NC(=O)CSCc2n[nH]c(=O)[nH]2)cc1,13,-1
COc1ccc(CN=C(C)c2c(C(F)(F)F)[nH]n(-c3nc4ccccc4s3)c2=O)cc1,25,-10
Cc1ccsc1C(=O)N1CCCC(CCC(=O)N2CCN(c3ccccn3)CC2)C1 (stereo not given),-13,2
N#Cc1ccc(N2CCOCC2)c([N+](=O)[O-])c1,6,-3
O=C(NC(c1ccc(F)cc1)c1cnccn1)C1CCN(CCOc2ccc(Cl)cc2Cl)CC1 (stereo not given),-6,15
COc1ccc(N(C(=O)Cn2nnc(-c3ccccc3F)n2)C(C(=O)NCC2CCCO2)c2ccc(Cl)cc2)cc1 (stereo not given),8,-3
CN(CC(=O)Nc1ccccc1Br)C(=O)c1sccc1-c1ccccc1,-16,-3
O=C(Nc1nnc(C2CC2)o1)c1ccc(S(=O)(=O)N2CCCc3ccccc32)cc1,-2,-11
CC(C(=O)NCC1CCCO1)n1cc([N+](=O)[O-])cn1 (stereo not given),12,-3
COc1ccc2c(N)c(C(=O)NN)[nH]c2c1,-3,-9
COc1ccc(-c2nnc3sc(CCN4C(=O)c5ccccc5C4=O)nn23)cc1,4,-10
O=C(COC(=O)c1ccco1)NCc1ccc(F)cc1,-1,-11
COc1ccc(-n2c3c(cc(C(=O)Nc4cccc(C)n4)c2=O)C(=O)CC(C)(C)C3)cc1,15,2
COc1ccc(CCNC(=O)COC(=O)Cn2cnc3ccccc3c2=O)cc1,3,-7
COc1cc(/C=C/C(=O)/C=C(O)/C=C/c2ccc(O)c(OC)c2)ccc1O,-4,-6
CCN(CC(=O)Nc1ccccc1C(F)(F)F)C(=O)C1CCN(C(=O)Nc2ccccc2)CC1,16,-7
N/C(=N\OC(=O)/C=C/c1ccccc1)c1cccnc1,-3,10
CC(C)(C)c1nc(N)nc(=O)[nH]1,-9,2
Cc1cccc(NC(=O)c2cccc(S(=O)(=O)N3CCc4ccccc4C3)c2)n1,-6,8
Cc1nc2c(-c3ccc(F)cc3)c(C)nn2c(C)c1CCC(=O)N1CCOCC1,3,-10
CC(C)CNC(=O)CCc1nc(-c2ccccc2)no1,4,-5
COCCCNC(c1ccccc1)c1ccncc1 (stereo not given),-18,2
COc1ccc2c(c1)OC1(C)CC2C(C(=O)c2ccccc2OC)C(=O)N1 (stereo not given),-22,1
CCN(CC)C(=O)[C@H]1CC(CC(=O)NC(C)(C)C)C(=O)N2CCc3c([nH]c4ccccc34)[C@]12C (stereo not given in full),-34,3
CSc1oc(-c2ccco2)nc1S(=O)(=O)c1ccc(F)cc1,-15,-7
COc1cccc(/C=N/NC(=O)CNC(=O)COc2cccc(C)c2)c1O,39,-13
CCOC(=O)Cc1nnc(Nc2ccc(C)cc2)c2ccccc12,-14,1
O=C(Cc1ccc(F)cc1)N1CCN=C1SCc1ccc([N+](=O)[O-])cc1,-15,0
S=C(NCc1ccccc1)NCc1ccccn1,-10,3
COCCCn1c(CCC(=O)O)ccc1-c1ccc(F)cc1,2,5
Cc1cc(C(=O)CCC(=O)N(C)CC(=O)Nc2ccc(OC(F)(F)F)cc2)c(C)s1,6,-6
CC(C1=C(CCN(C)C)Cc2ccccc21)c1ccccn1 (stereo not given),16,0
CCCC(C(=O)NC1=NCCS1)c1ccccc1 (stereo not given),-8,-1
Cc1ccc(CN2CCN(Cc3cc(=O)c4ccccc4[nH]3)CC2CCO)o1 (stereo not given),-22,-2
CC(=O)Nc1ccc(NC(=O)C(C)OC(=O)c2ccc(S(=O)(=O)N3CCCCC3)cc2)cc1 (stereo not given),7,-3

# More results:
SMILES,H9c2 TAG inh,H9c2 TAG inh DAPI viability
CCOC(=O)Cc1csc(SCC(=O)Nc2cc(Cl)ccc2Oc2ccccc2)n1,11,10
O=C(Nc1ccc(CN2CCS(=O)(=O)CC2)cc1)c1ccc(Cl)cc1,-16,6
Cc1ccsc1C1C(C#N)=C(N)N(N(C)C)C2=C1C(=O)CC(C)(C)C2 (stereo not given),34,-9
CC[C@H](C)[C@@H]1NC(=O)c2cc([N+](=O)[O-])cc(F)c2OCC[C@@H](C(N)=O)NC(=O)[C@H](CCCCN)NC1=O,18,-11
CCOc1ccc(/C(O)=C2/C(=O)C(=O)N(CCN(C)C)C2c2ccccc2)cc1Cl (stereo not given),5,10
CCC(CC)NC(=O)CN(c1ccccc1OC)S(=O)(=O)c1cccs1,10,-9
c1ccc(-c2ncc(CSc3nncn3-c3ccccc3)s2)cc1,-7,23
CCOc1cc(/C=N/n2nnnc2N)ccc1OCc1c(C)no[n+]1[O-],-3,4
CCCCN1C(Nc2ccccc2)=NC[C@@H]1C,-7,-2
O=C(c1ccco1)N1N=C(c2ccc3nccnc3c2)CC1c1ccccc1 (stereo not given),10,-9
CCCCC(CC(O)COCC(C)C)C(=O)NN (stereo not given),5,3
CCN(C(=O)c1cc(S(=O)(=O)N2CCc3ccccc32)cn1C)c1ccccc1,-22,31
Cn1c(=O)c(C(=O)NCc2ccc(Cl)cc2)c(O)c2ccccc21,3,-5
CCOc1ccc(N(CC(=O)NN=C2CCN(C)CC2)S(C)(=O)=O)cc1,-5,10
CC(=O)N(Cc1ccccc1)c1nc(-c2ccccc2)cs1,-9,-12
COc1ccc(NC(=O)C(Cl)=C(Cl)Cl)cn1,2,1
Cc1ccc(-n2c(CNC(=O)c3cccs3)nnc2SCC(=O)NO)cc1,-17,9
CCCCOc1ccc(/C=N/NC(=O)c2csc(C)c2C)cc1,7,-8
COc1ccc(NC(=O)COc2ccc(C)c(C)c2)cc1S(=O)(=O)N1CCCCC1,-7,-3
COc1ccc(-n2c(=O)c3c4c(sc3n(CC(=O)NCC3CCCO3)c2=O)CCCC4)c(OC)c1 (stereo not given),-10,-2

# 2 of the compounds above, tab-delimited.
Compound	H9c2 TAG inh	H9c2 TAG inh DAPI viability
Cc1ccsc1C1C(C#N)=C(N)N(N(C)C)C2=C1C(=O)CC(C)(C)C2 (stereo not given)	34	-9
CC[C@H](C)[C@@H]1NC(=O)c2cc([N+](=O)[O-])cc(F)c2OCC[C@@H](C(N)=O)NC(=O)[C@H](CCCCN)NC1=O	18	-11

# (more compounds)
SMILES,H9c2 TAG inh,H9c2 TAG inh DAPI viability
COc1ccc(-c2cc(C(F)(F)F)nc(SCCC(=O)N3CCN4CCCC4C3)n2)cc1 (stereo not given),-19,43
CCCn1nc(C(=O)N2CCCc3ccccc32)c2ccccc2c1=O,-7,-3
COc1c(C)cc(C(O)c2ncc(-c3ccccc3)[nH]2)cc1C (stereo not given),-10,7
CCN(C(=O)CN1CCN(c2ccccc2O)CC1)c1c(N)n(Cc2ccccc2)c(=O)[nH]c1=O,8,2
CCO[C@H]1OC(C(=O)NC2CC2)=C[C@@H](c2ccccc2)[C@@H]1CCCO,-11,-10
NS(=O)(=O)c1cccnc1Nc1cccc(Cl)c1,2,-7
CCN(CC)C(=O)c1[nH]cnc1C(=O)N[C@@H](CC(C)C)C(=O)OC(C)(C)C,-6,-1
CN1CCN(NC(=O)CN2C(=O)S/C(=C\c3c(Cl)cccc3Cl)C2=O)CC1,-9,-5
CC(C)C[C@H](NC(=O)CCn1nnc2ccccc2c1=O)C(=O)O,9,-5
CC(Oc1ccc(F)cc1)C(=O)Nc1cc(S(=O)(=O)N2CCOCC2)ccc1N1CCCC1 (stereo not given),5,-7
O=C(O)c1cccc(S(=O)(=O)Nc2ccccc2Oc2ccccc2)c1,-7,5
S=C(Nc1ccc(Cl)cc1)NC1CCCCC1,-9,1
CC(C)(C)N(Cc1ccccc1)C(=O)COC(=O)Cn1cnc2ccccc2c1=O,16,-8
O=C(Nc1ccc(Cl)cc1)N(CCCN1CCOCC1)Cc1cccs1,4,11
CC(C)c1nnc(NC(=O)CSc2ccccc2)s1,7,-11
Cc1cc(OC(=O)c2cccc(Br)c2)c([N+](=O)[O-])c(=O)[nH]1,-6,-3
COc1ccc(-c2coc3c(C(=O)NC4CCCCC4)cccc23)c(C)c1,-15,4
CC(=O)c1cccc(NC(=O)CN(C2CCCCC2)S(C)(=O)=O)c1,3,-5
COc1cccc(CC2(CO)CCCN(Cc3sc(N4CCCC4)nc3Cl)C2)c1 (stereo not given),-19,22
O=C(O)C1CCCN1c1ncccn1 (stereo not given),-7,4
